Source: PubChem
Kir21 block: Kir2.1 (mouse) channel inhibition; P35561; HEK293-Kir2.1, FluxOR thallium flux fluorescence; active compounds read low; B-score at 10 µM; hit rate 0.85% among 310,000;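 active = fluorescence ratio B-score at or below minus 3 SD of library scores, with starting-brightness B-score within 2 SD, cut at about -4.2 in these data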;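 also: channel flux triggered by added potassium and thallium sulfate stimulus; B-score of peak minus minimum fluorescence over baseline after thallium stimulus; more negative B-score means stronger Kir2.1 block with less thallium influx; some compounds called inactive have numbers as strong as hits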
Target sequence (P35561 whole entry, looked up): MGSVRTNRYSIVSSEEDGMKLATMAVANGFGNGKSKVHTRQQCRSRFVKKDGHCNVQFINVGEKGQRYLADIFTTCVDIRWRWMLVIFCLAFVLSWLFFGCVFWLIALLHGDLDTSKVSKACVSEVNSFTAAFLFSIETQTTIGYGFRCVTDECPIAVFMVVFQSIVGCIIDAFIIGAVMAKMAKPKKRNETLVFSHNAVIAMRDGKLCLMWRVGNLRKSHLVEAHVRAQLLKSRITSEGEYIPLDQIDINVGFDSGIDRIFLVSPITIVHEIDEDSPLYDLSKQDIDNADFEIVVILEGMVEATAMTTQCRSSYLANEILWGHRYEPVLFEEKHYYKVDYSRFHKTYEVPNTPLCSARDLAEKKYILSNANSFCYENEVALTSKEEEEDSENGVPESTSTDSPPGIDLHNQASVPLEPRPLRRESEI
CHT inh: human CHT choline transport inhibition. Q9GZV3. CHT-expressing cells, membrane potential dye, choline response; active compounds read low. B-score at 10 µM. hit rate 0.86% among 310,000. AID 488975;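 active = B-score over 3 SD under the library average, and starting fluorescence ratio not unusually high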;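 also: choline stimulus applied at its EC90 after an EC20 pre-addition; B-score computed on integrated fluorescence ratio after choline addition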
Target sequence (Q9GZV3 whole entry, looked up): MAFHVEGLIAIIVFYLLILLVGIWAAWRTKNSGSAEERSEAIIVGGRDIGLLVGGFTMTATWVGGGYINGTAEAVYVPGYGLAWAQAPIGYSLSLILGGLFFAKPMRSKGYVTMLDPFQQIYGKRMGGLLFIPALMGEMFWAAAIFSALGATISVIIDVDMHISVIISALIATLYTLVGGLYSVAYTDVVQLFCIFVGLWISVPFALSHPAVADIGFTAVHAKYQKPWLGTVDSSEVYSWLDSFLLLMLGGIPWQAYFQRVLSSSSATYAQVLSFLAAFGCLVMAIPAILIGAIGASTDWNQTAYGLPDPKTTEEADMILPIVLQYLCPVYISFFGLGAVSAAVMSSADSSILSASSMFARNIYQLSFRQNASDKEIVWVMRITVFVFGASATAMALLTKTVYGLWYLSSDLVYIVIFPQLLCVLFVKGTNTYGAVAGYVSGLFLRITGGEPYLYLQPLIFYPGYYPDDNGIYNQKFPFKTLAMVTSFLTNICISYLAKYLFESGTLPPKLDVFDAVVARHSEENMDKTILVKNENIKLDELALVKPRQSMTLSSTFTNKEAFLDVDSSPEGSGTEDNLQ
* = called active by the depositor; i = inactive; . = not tested or not shown.

Sample of the layout, 7 compounds:
SMILES	Kir21 block	CHT inh
COc1ccc(N2C(=O)CC(N3CCC(O)(c4ccc(Cl)cc4)CC3)C2=O)cc1 (stereo not given)	-1.19	i
COc1ccccc1C(=O)COC(=O)c1cc(=O)[nH]c2ccccc12	0.02	i
Cc1cc(C)nc(NC(N)=NC2CCCCC2)n1	-0.07	i
O=C(c1cc(-c2cccc(Cl)c2)nc2ccccc12)N1CCN(c2ccccn2)CC1	0.2	i
Cc1ccc(C(C)n2cc(C(=O)NCc3cccnc3)nn2)cc1 (stereo not given)	0.08	i
COC(=O)c1cc2ccsc2n1Cc1cccc(F)c1	-0.11	i
Cc1cc(C)c2c(N=NN(C)C)[nH]nc2n1	0.18	i

The list itself, from the start:
SMILES	Kir21 block	CHT inh
COc1ccc(N2C(=O)CC(N3CCC(O)(c4ccc(Cl)cc4)CC3)C2=O)cc1 (stereo not given)	-1.19	i
COc1ccccc1C(=O)COC(=O)c1cc(=O)[nH]c2ccccc12	0.02	i
Cc1cc(C)nc(NC(N)=NC2CCCCC2)n1	-0.07	i
O=C(c1cc(-c2cccc(Cl)c2)nc2ccccc12)N1CCN(c2ccccn2)CC1	0.2	i
Cc1ccc(C(C)n2cc(C(=O)NCc3cccnc3)nn2)cc1 (stereo not given)	0.08	i
COC(=O)c1cc2ccsc2n1Cc1cccc(F)c1	-0.11	i
Cc1cc(C)c2c(N=NN(C)C)[nH]nc2n1	0.18	i
O=C(c1ccc(C#CC2(O)CCCCC2)cc1)N1CCN(Cc2ccccc2)CC1	0.01	i
C/C(=N\NC(=O)c1c(Br)c(C)nn1C)c1cccc(NC(=O)c2ccccc2C)c1	-0.91	i
CCCc1nnc(NC(=O)CCC(=O)NCCc2ccc(OC)c(OC)c2)s1	1.63	i
CCOc1cc(/C=N/NC(=O)CNc2ccc(C)cc2)ccc1OC(=O)c1ccccc1	-0.11	i
O=C(COc1ccc(Cl)cc1)NCc1nnc(SCC(=O)NC2CCCC2)o1	0.1	i
COc1ccc(S(=O)(=O)N2CCN(CC(=O)c3ccc(O)c(O)c3)CC2)cc1	-0.89	i
COc1ccc(NC2=CC(=O)CC(C)(C)C2)cc1	1.25	i
CCN(CC)S(=O)(=O)c1ccc(NC(=S)Nc2ccccc2)cc1	0.03	i
Brc1ccc(-c2nn3c(Cc4ccccc4)nnc3s2)o1	1.75	i
COC(=O)CSC(C(=O)Nc1ccc(C)c(C)c1)c1ccccc1 (stereo not given)	-0.36	i
CCOc1ccccc1CN1CCNC(=O)C1CC(=O)NC1CCCCCCC1 (stereo not given)	-0.9	i
C=C(C)C(=O)N1CC2(CC(c3cccc(NC(=O)COc4ccc(Cl)cc4)c3)=NO2)C[C@@H]1C(N)=O (stereo not given in full)	-0.09	i
O=C(Nc1ccc(N2CCOCC2)cc1)C1CCCCN1S(=O)(=O)c1ccccc1 (stereo not given)	0.49	i
CC(=O)c1c(COC(=O)c2cccnc2)nc2ccccc2[n+]1[O-]	1.36	i
O=C(Nc1ccccn1)NC12CC3CC(CC(C3)C1)C2	2.6	i
COc1ccc(-c2csc(NC(=O)c3cc(-c4cccs4)nc4ccccc34)n2)c(OC)c1	1.57	i
Cc1nc(CSc2nnc(N)s2)cs1	1.07	i
OCC[C@@H]1C[C@H](O)[C@@H](O)[C@]2(OCCc3ccccc32)O1	1.08	i
COc1ccccc1N=Cc1c(C)c(C#N)c2[nH]c3ccccc3n2c1=O	0.49	i
CCn1c(=O)c(C(=O)Nc2ccccc2F)c(O)c2ccccc21	1.9	i
CCCn1c(-c2ccc(OC)cc2)nc2nc3ccccc3nc21	0.84	i
COc1ccc2c(c1)CC(C1(O)C(=O)Nc3ccccc31)C2=O (stereo not given)	0.38	i
NC12NC(=O)C3(O)C4C5CC(C6C5C3C61)C42 (stereo not given)	0.62	i
COc1ccc(-n2nnnc2-c2cnc3cc4c(cc3c2C)OCO4)cc1	-1.39	i
Cc1cccc(C(=O)N/N=C/c2cc(Br)c(Br)o2)c1	-0.47	i
CCOCCn1c(N2CCN(c3ccccc3)CC2)nc2c1c(=O)[nH]c(=O)n2C	-0.04	i
Cc1ccc(NC(=O)C2C3C=CC4(CN(Cc5cccnc5)C(=O)C24)O3)cc1 (stereo not given)	0.7	i
Cc1ccc(/C=N/NC(=O)CCn2nc(C)cc2C)c(C)c1	-1.71	i
CC(O)CNc1nc2c(c(=O)n(C)c(=O)n2C)n1C/C=C/c1ccccc1 (stereo not given)	0.77	i
Nc1ccc(-c2nnn(Cc3ccccc3F)n2)cc1	-0.7	i
CCOc1ccc(NS(=O)(=O)c2ccc(C(=O)N(C)CC(=O)Nc3ccc(C)cc3)cc2)cc1	1.45	i
CCc1ccc(CN(C)Cc2nc(-c3cccc(Cl)c3)no2)nc1	0.48	i
CNC(=S)N=Nc1c(O)[nH]c2ccccc12	1.98	i
Cc1ccc(C2(C)NC(=O)N(CC(=O)Nc3ccc(S(=O)(=O)Nc4nccs4)cc3)C2=O)cc1 (stereo not given)	-1.77	i
CC(=O)NC(Cc1ccc(F)cc1)C(=O)NC1CCN(c2nnnn2-c2ccccc2)CC1 (stereo not given)	-0.04	i
Cc1onc(-c2ccccc2)c1C(=O)OCC(=O)Nc1ccc2c(c1)OCO2	-1.1	i
CCCCOC(=O)Cn1c(=N)n(CCC)c2ccccc21	-1.11	i
Cc1c(C(=O)Nc2cccnc2)oc2ccc(Br)cc12	-0.71	i
C=CCNC(=O)C1CC2Cn3c(nc4cc5ccccc5cc43)C2N1C (stereo not given)	-0.27	i
CCCCN(C(=O)c1c(CC)noc1C)c1c(N)n(CCC)c(=O)[nH]c1=O	0.98	i
COc1ccccc1C1CC(c2ccc(Cl)cc2)Nc2ncnn21 (stereo not given)	-3.34	i
CCc1cc2cc3c(cc2nc1SCC(=O)Nc1nccs1)OCO3	0	i
COc1cccc(/C=C(/C#N)c2ccc(Cl)cc2)c1OCc1cccc(C(=O)O)c1	-0.67	i
CC(=O)Nc1ccc(Nc2ccccc2)cc1	0.17	i
COc1ccc(COC(=O)Nc2c(SC)nsc2SC)cc1	0.02	i
C=CCn1c(SCC(=O)CC(=O)OCC)nc2cc(C(=O)N3CCC(C(N)=O)CC3)ccc2c1=O	-0.05	i
COC(=O)c1ccccc1NC(=O)c1ccnn1C	-0.15	i
CCCCCC[n+]1c(-c2ccc(Cl)cc2Cl)csc1Nc1ccccc1	-1.02	i
COc1ccc(S(=O)(=O)NCc2ccccn2)cc1Cl	-1.56	i
CN(C)CCN(Cc1ccccc1)c1ccccn1	1.43	i
COCCN1CCN(C(=O)C2CCC(=O)N(Cc3ccc(Cl)cc3)C2)CC1 (stereo not given)	0.46	i
COC(=O)CSC1=C(C#N)C(=O)NC(c2ccccc2)S1 (stereo not given)	0.37	i
Cc1ccc(C)c(CN2CCC(CNC(=O)Nc3cccc(Cl)c3C)CC2)c1	-0.05	i
(listing goes on)
SMILES	Kir21 block	CHT inh
CCOCCCNC(=O)C(c1ccc(C)cc1)N(Cc1ccc2c(c1)OCO2)C(=O)c1cnccn1 (stereo not given)	-0.07	i
CCOC(=O)C[C@H]1c2ccc(C(F)(F)F)cc2S(=O)(=O)N1C(C)(C)C	0.14	i
O=C(NC1CCN(S(=O)(=O)c2ccc(F)cc2)CC1)c1cccc(F)c1	0.83	i
COc1ccc(OC)c(-n2nnnc2SCC(=O)N2CCN(C(=O)c3ccco3)CC2)c1	-1.31	i
CCc1ccc(NC(=O)c2cnn3c(C(F)F)cc(C)nc23)cc1	0.58	i
CCCSc1nc(C)cc(=O)[nH]1	-1.62	i
COc1cccc(CNCCc2c[nH]c3ccccc23)c1OCc1ccccc1F	-12*	i
CCOC(=O)N1CCN(C(=O)C2CCN(Cc3ccc(OC)cc3OC)CC2)CC1	-0.82	i
O=C(Nc1n[nH]c(C(F)(F)F)n1)c1cccs1	0	i
COc1ccc(-n2ccnc2SCC(=O)NC2CCCC2)c(OC)c1	-1.81	i
Cc1ccc2[nH]c(=O)c(C(c3nnnn3C(C)(C)C)N(Cc3ccco3)CC3CCCO3)cc2c1 (stereo not given)	0.8	i
O=C(/C=C/Nc1ccc(OC(F)(F)F)cc1)C(F)(F)F	0.2	i
COc1cc(N=C(N)N=C(N)N)cc(OC)c1	-0.99	i
OCCN(Cc1ccccc1)CC1CC2C=CC1C2 (stereo not given)	-2.02	i
COc1ccc(/C=N/n2c(-c3cc(C)[nH]n3)n[nH]c2=S)cc1OC	-1.24	i
CC(=O)Nc1cccc(-c2cnc3ccccc3n2)c1	-0.33	i
CS(=O)(=O)c1ccc2nc(NC(=O)C3COc4ccccc4O3)sc2c1 (stereo not given)	-0.27	i
O=C(CCl)Nc1c(C(=O)Nc2ccc3c(c2)OCCO3)oc2ccccc12	0.16	i
O=C(c1ccoc1)N1CCCC(CO)(CCCc2ccccc2)C1 (stereo not given)	-3.4	i
O=C(NCc1ccccc1Cl)C1CCN(S(=O)(=O)c2cccc3nonc23)CC1	-0.03	i

Some of these compounds in order of their number in Kir21 block, high to low.
Molecule | Kir21 block | CHT inh
Cc1ccc2[nH]c(=O)c(C(c3nnnn3C(C)(C)C)N(Cc3ccco3)CC3CCCO3)cc2c1 (stereo not given) | 0.8 | i
CCOC(=O)C[C@H]1c2ccc(C(F)(F)F)cc2S(=O)(=O)N1C(C)(C)C | 0.14 | i
COc1cccc(CNCCc2c[nH]c3ccccc23)c1OCc1ccccc1F | -12* | i

Further entries:
SMILES	Kir21 block	CHT inh
O=C(CN1CCN(S(=O)(=O)c2ccccc2)CC1)Nc1cccc(C(F)(F)F)c1	1.36	i
Cc1nn(-c2ccccc2)c(C)c1C(=O)OCC(=O)NCc1ccco1	-0.46	i
CCOC(=O)CC1(CC(=O)OCC)NC(=O)c2c(C)sc(C(=O)OCC)c2N1	-0.11	-5.13*
COC(=O)c1sccc1NC(=O)COc1ccc(C)cc1	0.12	i
Cc1cccc(N2C(=O)c3ccc(Br)cc3C2=O)n1	-0.73	i
CN(Cc1ccccc1F)C(=O)c1ccccc1Sc1ccccc1C#N	-2.59	i
Cc1csc(NC(=O)CSc2nccn2Cc2ccco2)n1	-1.86	i
COc1ccc(CCNC(=O)COC(=O)/C=C/c2ccc(OCC#N)c(OC)c2)cc1OC	0.17	i
COc1cc(/C=C2\SC(=S)N(CC(=O)Nc3ccccn3)C2=O)cc(OC)c1OC	0.77	i
COc1cc(/C=C2\SC(=S)N(NC(=O)c3ccncc3)C2=O)ccc1O	-2.04	-9.83*
COc1cccc(N2C(=O)C(Cc3c[nH]c4ccccc34)NC2=S)c1 (stereo not given)	-0.83	i
O=C(Cc1ccc(Cl)cc1)NCCS(=O)(=O)N1CCN(c2ccccc2F)CC1	0	i
CCCN(C(=O)c1ccccc1N)c1c(C)n(C)n(-c2ccccc2)c1=O	1.01	i
C(=N\Nc1ccc2ccccc2n1)/c1ccc2c(c1)OCCO2	0.84	i
Cc1ccccc1C(=O)Nc1ccnn1C1CCN(C(=O)c2ccoc2)CC1	1.1	i
C=CCNc1cc(C)oc(=O)c1C(=O)CC	0.2	i
Cc1cc(NC(=O)CSc2nnc(-c3ccccc3)n2C)no1	0.19	i
CC(=O)c1nc(N2C(=O)CC(Cc3cc(C)cc(C)c3)C2=O)sc1C (stereo not given)	-0.68	i
CCCCNC(=O)c1cc2cc(CC)ccc2[nH]1	-0.63	i
COc1ccc(C(=O)O)cc1NC(=S)NC(=O)c1ccc(-c2ccc(Cl)cc2)o1	0.23	.
CCOc1ccc(CN2CCN(Cc3cccn3-c3nccs3)CC2CCO)cc1 (stereo not given)	-0.99	i
O=C(NCC1CCCO1)c1ccc(CS(=O)(=O)c2c(Cl)cccc2Cl)o1 (stereo not given)	-0.88	i
COc1cccc(OCCn2cc(C(=O)c3ccco3)c3ccccc32)c1	-0.46	i
COc1ccc(N2CCN(CC(O)COc3cc(C)ccc3C)CC2)cc1 (stereo not given)	0.75	i
CNc1oc(-c2ccccc2)nc1C#N	1.14	i
O=[N+]([O-])c1ccc(S(=O)(=O)NCC2CCCO2)cc1 (stereo not given)	1.95	i
O=C(O)c1ccc(-n2cccc2/C=C2/NC(=O)N(c3ccccc3)C2=O)cc1	1.72	i
O=S(=O)(c1cccc(-c2n[nH]c(=S)n2Cc2ccccc2)c1)N1CCOCC1	3.25	i
Cc1ccccc1Cn1c(CN2CCN(C(=O)c3ccco3)CC2)nc2c1c(=O)n(C)c(=O)n2C	0.02	i
Cc1ccc(C)c(N2CC(=O)N(c3cc(C)ccc3C)CC2=O)c1	-1.28	i
COc1cccc(N/N=C/c2cccc(Br)c2O)c1	-0.59	i
Cc1ccc(NC(=O)c2cncc(Br)c2)nc1	1.01	i
CCOC(=O)C1C(=O)CC(C)(O)C(C(=O)OCC)C1c1ccco1 (stereo not given)	-1.52	i
CCOc1ncccc1C(=O)Nc1ccc(S(=O)(=O)NC2=NCCCCC2)cc1	0.26	i
O=C(O)C1=NN(c2c(F)c(F)cc(F)c2F)C(=O)CC1	1.82	i
Cc1nc(N2CCCC2C(=O)O)c2oc3ccccc3c2n1 (stereo not given)	0.16	i
c1ccc(OCc2noc(CN3CC[C@@H]4CCCC[C@H]4C3)n2)cc1	1.59	i
CC(OC(=O)Cn1cnc2c1c(=O)n(C)c(=O)n2C)C(=O)NCc1ccccc1 (stereo not given)	0.78	i
Cc1ccc(-c2cc(C(F)(F)F)nc(SCC(=O)c3cccc([N+](=O)[O-])c3)n2)cc1	-0.18	i
CC1(C)Cc2nc(Cl)c(C(N)=O)cc2CO1	-0.41	i
Cc1cc(=O)oc2cc(OC(C)C(=O)Nc3ccc(N4CCOCC4)cc3)ccc12 (stereo not given)	0.45	i
